Screening data: PubChem BioAssay, NCI
All columns: NCI-60 one-dose screen, growth in % after 48 h at 10 µM unless noted; 100 = growth as untreated, 0 = no growth, -100 = all killed.
MDA-MB-468 = MDA-MB-468 breast cancer; 8.5% of 78,000 active; AID 2202374
SK-MEL-28 = SK-MEL-28 melanoma | 4.1% of 81,000 active | AID 1794761
T-47D = T-47D breast cancer; 5% of 79,000 active; AID 1794792
HS 578T = HS 578T breast cancer | 4.1% of 78,000 active | AID 1794788
BT-549 = BT-549 breast cancer. 4.4% of 78,000 active
LOX IMVI = LOX IMVI melanoma; 7.4% of 79,000 active
MDA-MB-231 = MDA-MB-231 breast cancer. 5% of 81,000 active
MCF7 = MCF7 breast cancer; 6.3% of 82,000 active
An asterisk follows results filed as active; · = no result given; & = joins results of further samples; [ ] = dose if it differs, or a comment. Rule for the calls: active = growth percent below 10; inactive = the rest. The order is random, and some 12% of all compounds hit somewhere here.

The opening four compounds as a preview:
#	canonical_smiles	MDA-MB-468	SK-MEL-28	T-47D	HS 578T	BT-549	LOX IMVI	MDA-MB-231	MCF7
1	CCOC(=O)c1ccc2c(c1)n([O-])c(C(=O)Nc1ccccc1)c(-c1ccccc1)[n+]2=O	84.6	103.0	49.9	102.9	106.3	90.9	93.3	76.1
2	COc1cc(CC(=O)C(=O)O)oc(=O)c1	91.9	108.6	·	135.4	114.1	112.2	112.9	98.0
3	Oc1ccc(Nc2ccccc2)cc1	86.4	102.3	91.7	104.5	74.0	71.4	52.6	89.2
4	O=c1/c(=C/N2CCc3ccccc32)sc2ncnn12	104.6	114.8	102.4	93.1	112.1	101.8	104.4	99.0

The list itself, repeating the preview:
#	canonical_smiles	MDA-MB-468	SK-MEL-28	T-47D	HS 578T	BT-549	LOX IMVI	MDA-MB-231	MCF7
1	CCOC(=O)c1ccc2c(c1)n([O-])c(C(=O)Nc1ccccc1)c(-c1ccccc1)[n+]2=O	84.6	103.0	49.9	102.9	106.3	90.9	93.3	76.1
2	COc1cc(CC(=O)C(=O)O)oc(=O)c1	91.9	108.6	·	135.4	114.1	112.2	112.9	98.0
3	Oc1ccc(Nc2ccccc2)cc1	86.4	102.3	91.7	104.5	74.0	71.4	52.6	89.2
4	O=c1/c(=C/N2CCc3ccccc32)sc2ncnn12	104.6	114.8	102.4	93.1	112.1	101.8	104.4	99.0
5	CCOC(=O)C1C(C(=O)OCC)C2C(=O)C3C(C(=O)OCC)C(C(=O)OCC)C3C(=O)C12 (stereo not drawn)	98.5	105.4	100.4	107.7	109.0	96.6	109.9	99.8
6	COc1cc(C(=O)C(=O)c2cc(OC)c(O)c(OC)c2)cc(OC)c1O	·	107.1	98.1	110.2	120.1	97.0	97.2	96.5
7	C=C(C)[C@@H]1CC[C@]2(C(=O)O)CC[C@]3(C)[C@H](CC[C@@H]4[C@@]5(C)Cc6cc(Cc7ccc(Br)cc7)oc6C(C)(C)[C@@H]5CC[C@]43C)[C@@H]12	93.7	108.1	89.3	107.2	107.7	97.6	101.3	94.8
8	O=C(/C=C/c1ccc(Cl)cc1)c1ccc(Nc2ccnc3cc(Cl)ccc23)cc1	·	103.8	96.4	102.1	145.2	83.3	48.4	78.6
9	Cc1ccc(-c2c3c(N)c4c(nc3nc3c2c(C)nn3-c2ccccc2)CCCCC4)cc1	83.7	102.2	103.8	108.1	109.1	100.8	108.0	91.7
10	O=S(=O)(Cc1ccc(Cl)cc1)c1ccc(Cl)cc1	50.2	93.7&111.5	106.7	66.3	105.9	87.5&101.6	82.8&126.9	49.9&107.0
11	Cc1c(C(N)=O)sc2nc(C)n(/N=c3\scc(-c4ccccc4)n3Cc3ccccc3)c(=O)c12	79.9	48.2	34.7	-14.6*	-6.7*	20.6	43.0	17.3
12	COc1ccc(/C=N/NC(=O)CN2CCN(c3cc4c(cc3F)c(=O)c(C(=O)O)cn4C3CC3)CC2)cc1	91.6	104.0	104.0	95.6	93.6	76.8	91.6	101.6
13	CNC(=O)c1cccc(NC(=O)c2ccc3c(c2)nnn3/C(C#N)=C/c2ccccn2)c1	-85.5*	-76.6*	-70.4*	·	-98.7*	·	·	-77.2*
14	CN(N=C1CCC(C2CCCCC2)CC1)c1ccccc1 (stereo not drawn)	119.6	114.9	96.1	·	96.3	121.6	75.1	97.1
15	N#Cc1c(NC(=O)c2ccco2)[n+]([O-])c2cc(F)c(F)cc2[n+]1[O-]	·	94.5	71.8	·	·	83.4	96.7	67.5
16	Fc1cc2[nH]ncc2c2c3c(c(-c4cn[nH]c4)nc12)CCCC3	-22.4*	2.9*	-19.3*	-3.3*	-17.3*	0.8*	3.6*	3.0*
17	N#C/C(=C\c1ccc(-c2cc(C(F)(F)F)ccc2Cl)o1)c1nc2ccccc2[nH]1	118.5	109.3	110.1	105.1	115.7	·	100.5	92.0
18	CCc1ccc(CCC(=O)Nc2ncc(Cc3cc(Cl)ccc3Cl)s2)o1	-23.0*	55.9	44.0	7.7*	36.4	30.2	28.6	14.0
19	COc1ccc(-c2ccc(-c3ccc(C(=N)N)s3)s2)cc1	-75.9*	-75.5*	-64.0*	-56.8*	-81.3*	-74.7*	-79.9*	-50.1*
20	O=C(NCCCOc1ccc([N+](=O)[O-])cc1Cl)OCc1ccccc1	94.1	101.3	109.3	85.4	105.7	108.9	93.7	96.7
21	CCOc1ccc(OCC)c(N)c1	·	118.9	93.0	·	·	91.0	100.9	89.6
22	CC(C)(C)C(=O)c1c2c(c3ccc4c5ccccc5ccc4n13)C(=O)c1ccccc1C2=O	98.7	105.3	95.6	100.1	100.6	73.2	85.7	75.0
23	O=C(Cn1cc(C2CC2)nn1)Nc1nc2ccccc2s1	108.9	108.5	106.2	115.5	108.3	98.7	105.5	99.9
24	O=C(NNC(=O)c1ccc(Cl)cc1)c1ccccc1	108.5	118.8	100.4	110.9	105.1	106.6	108.9	108.2
25	N#CC1=CC2CN(Cc3ccccc3)C1C1C(=O)N(c3ccccc3)C(=O)C21 (stereo not drawn)	93.8	101.6	99.5	100.7	95.0	89.2	105.8	97.1
26	COc1ccc2nc3ccccc3c(NCc3ccc(C)cc3)c2c1	-18.6*	66.4	30.6	42.7	51.6	-6.0*	33.6	3.4*
27	Cn1cc(-c2nn3c(C=O)c(-c4ccc(F)cc4)nc3s2)c2ccccc21	89.2	·	94.2	93.5	93.7	101.0	95.8	73.0
28	CC(C)C[C@@H](NC(=O)[C@@H](CCCCN)NC(=O)CCCCCN)C(=O)N[C@H](C)C(=O)N[C@H](CCCCN)C(=O)N[C@H](CC(C)C)C(=O)N[C@H](C)C(=O)N[C@H](CCCCN)C(=O)N[C@H](CCCCN)C(=O)N[C@H](CC(C)C)C(=O)N[C@H](C)C(=O)N[C@H](CCCCN)C(=O)N[C@H](CC(C)C)C(=O)N[C@H](C)C(=O)N[C@H](CCCCN)C(=O)N[C@H](C)C(=O)N[C@H](CCCCN)C(N)=O	100.3	104.0	113.3	106.9	105.3	97.2	109.1	96.7
29	Cc1cc(NC(=O)COC(=O)c2sc3cc(F)ccc3c2Cl)no1	·	120.8	101.5	123.4	116.8	102.6	98.6	106.0
30	O=C(Cc1ccccc1)c1ccccn1	·	97.6	96.4	101.9	109.3	95.7	108.2	96.4
31	O=C(NNC(=O)c1ccncc1)Nc1ccccc1	110.0	111.6	102.5	99.7	·	98.3	114.0	96.5
32	CC1SC(c2ccc(Br)cc2)N(NC(=O)C(O)(c2ccccc2)c2ccccc2)C1=O (stereo not drawn)	·	96.3	82.3	81.5	82.5	79.8	73.2	86.1
33	O=c1[nH]c2ccccc2c2c1C(c1ccc(Cl)cc1)c1c(ncn3nc(-c4ccco4)nc13)O2 (stereo not drawn)	106.7	106.9	104.4	99.0	104.8	94.8	103.3	98.0
34	O=C(CC1(O)C(=O)Nc2ccc(F)cc21)c1ccc(NS(=O)(=O)c2ccccc2)cc1 (stereo not drawn)	94.5	106.5	100.1	112.8	110.7	96.2	100.9	95.4
35	CCCCCCOc1ccc(N=[N+]([O-])c2ccc(OCCCCCC)cc2)cc1	102.0	111.1	105.0	·	108.3	96.9	113.5	100.3
36	C=CCNC(=S)N/N=C/C=C/CCC	97.8	107.7	82.6	98.8	97.1	98.9	103.0	93.8
37	COc1ccc(-c2csc(NC3=CC(c4ccc5c(c4)OCO5)OC3=O)n2)cc1 (stereo not drawn)	103.7	104.3	68.9	106.3	101.7	99.0	98.4	96.0
38	COc1ccc(C23N=CC4(CCC(=O)N4c4ccccc4C2=O)O3)cc1 (stereo not drawn)	104.8	116.2	93.0	93.0	109.2	97.8	95.6	96.5
39	CCSc1nc(C)cc(Nc2ccc(Cl)cc2)n1	81.0	98.0	77.3	86.4	95.3	94.6	91.2	87.6
40	CCCCn1c(C)nc2cc(Nc3nc(N4CCCCC4)nc4nc[nH]c34)ccc21	36.1	76.0	6.8*	43.8	18.0	33.7	39.2	32.5
41	Nn1c(N/N=C/c2nc(Br)cs2)n[nH]c1=S	114.5	98.6	113.8	111.4	·	108.6	105.3	78.2
42	CCOC(=O)c1ccc(NC2=CC(=O)C(C)=C(C)C2=O)cc1	13.8	109.0	43.2	94.1	91.1	46.0	75.2	62.7
43	c1ccn2nnnc2c1	106.6	106.2	·	105.1	67.2	91.9	·	93.1
44	NS(=O)(=O)c1ccc(CCn2c(SCC(=O)N/N=C/c3ccccc3)nc3ccccc3c2=O)cc1	99.9	106.2	75.6	92.6	78.3	92.5	92.3	85.3
45	COc1ccc(N2N=C(c3ccc4c(c3)OCCO4)CC2c2cccc(NC(=O)CCNS(=O)(=O)c3ccc(OC)cc3)c2)cc1 (stereo not drawn)	64.8	97.0	79.4	78.2	102.8	86.8	85.2	68.7

Exported with one line to a screen: entries from further up
[39] CCSc1nc(C)cc(Nc2ccc(Cl)cc2)n1
[45] COc1ccc(N2N=C(c3ccc4c(c3)OCCO4)CC2c2cccc(NC(=O)CCNS(=O)(=O)c3ccc(OC)cc3)c2)cc1 (stereo not drawn)
[37] COc1ccc(-c2csc(NC3=CC(c4ccc5c(c4)OCO5)OC3=O)n2)cc1 (stereo not drawn)
[44] NS(=O)(=O)c1ccc(CCn2c(SCC(=O)N/N=C/c3ccccc3)nc3ccccc3c2=O)cc1
compound no.,39,45,37,44
MDA-MB-468,81.0,64.8,103.7,99.9
SK-MEL-28,98.0,97.0,104.3,106.2
T-47D,77.3,79.4,68.9,75.6
HS 578T,86.4,78.2,106.3,92.6
BT-549,95.3,102.8,101.7,78.3
LOX IMVI,94.6,86.8,99.0,92.5
MDA-MB-231,91.2,85.2,98.4,92.3
MCF7,87.6,68.7,96.0,85.3

Continuation.
#	canonical_smiles	MDA-MB-468	SK-MEL-28	T-47D	HS 578T	BT-549	LOX IMVI	MDA-MB-231	MCF7
46	Oc1ccc2ccccc2c1-c1c(O)ccc2ccccc12	99.5	94.1	121.1	82.6	92.0	93.1	81.2	93.8
47	COc1ccc2c(c1)O/C(=C/c1ccc(O)c(OC)c1)C2=O	99.8	118.1	102.9	104.1	96.7	104.7	102.4	102.5
48	CN(C)C(=S)Oc1ccccc1C1(C)OCCO1	94.0	105.0	95.1	105.3	118.9	99.3	117.0	98.4
49	Cc1nc(N=C(N)N)nc2ccccc12	55.2	98.3	62.4	88.6	113.1	89.1	97.4	80.3
50	O=C(CCCCCCn1cc(-c2ccc(O[C@H]3OC(CO)[C@@H](O)C(O)[C@@H]3O)cc2)nn1)NO (stereo partly drawn)	79.3	100.5	117.7	81.4	106.4	100.5	101.2	89.1
51	Cc1ccc(C(=O)Nc2nc3cc(C(=O)N4CCN(C(c5ccccc5)c5ccccc5)CC4)ccc3o2)cc1	64.1[6.75 µM]	63.8[6.75 µM]	·	59.5[6.75 µM]	59.8[6.75 µM]	·	74.1[6.75 µM]	36.2[6.75 µM]
52	Cc1cccc(N2CCN(CC(O)COc3ccccc3C)CC2)c1 (stereo not drawn)	92.9	94.7	101.5	101.7	93.8	·	92.2	102.5
53	CCOC(=O)C(=O)Cc1nc2ccccc2s1	96.4	104.9	88.2	86.1	100.7	82.0	87.6	79.1
54	O=C1NC(c2ccccc2)(c2ccccc2)C(=O)N1CCN1CCCCC1	·	105.9	108.2	101.8	105.5	98.0	118.3	97.0
55	CCCCCCCCCCCCCCC1CC(=O)OC1=O (stereo not drawn)	113.5	108.8	94.2	93.9	98.1	91.4	121.2	85.1
56	CCCCCCC(C)(O)C(C(=O)O)c1ccccc1 (stereo not drawn)	100.7	118.6	103.1	112.3	101.3	107.5	102.7	111.7
57	Cc1nc2sccn2c1-c1nnc(SCC(=O)O)o1	90.9	103.6	95.8	82.9	61.6	93.9	99.9	90.1
58	CC1N=COC1S(=O)(=O)Nc1ccc(N/C=C/C(=O)c2cc3c(ccc4ccccc43)oc2=O)cc1 (stereo not drawn)	105.1	114.2	103.1	94.3	107.9	100.3	93.9	95.6
59	NS(=O)(=O)c1cc2c(cc1Cl)NC(CC1CCCC1)NS2(=O)=O (stereo not drawn)	108.0	117.1	102.5	97.6	90.1	101.9	112.7	100.7
